From PubChem
TbREL1 inh: TbREL1 inhibition, primary screen | P86926 | TbREL1 RNA ligation, FRET fluorescence | inhibition, % at 9.66 µM | 0.49% of 89,000 active | AID 1117264;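 active = inhibition above the mean inhibition across all screened compounds plus 3 SD, cut at about 11% in these data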;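 note: 0% = plate median of test wells and 100% = NSC42067 control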
Target sequence (P86926 whole entry, looked up): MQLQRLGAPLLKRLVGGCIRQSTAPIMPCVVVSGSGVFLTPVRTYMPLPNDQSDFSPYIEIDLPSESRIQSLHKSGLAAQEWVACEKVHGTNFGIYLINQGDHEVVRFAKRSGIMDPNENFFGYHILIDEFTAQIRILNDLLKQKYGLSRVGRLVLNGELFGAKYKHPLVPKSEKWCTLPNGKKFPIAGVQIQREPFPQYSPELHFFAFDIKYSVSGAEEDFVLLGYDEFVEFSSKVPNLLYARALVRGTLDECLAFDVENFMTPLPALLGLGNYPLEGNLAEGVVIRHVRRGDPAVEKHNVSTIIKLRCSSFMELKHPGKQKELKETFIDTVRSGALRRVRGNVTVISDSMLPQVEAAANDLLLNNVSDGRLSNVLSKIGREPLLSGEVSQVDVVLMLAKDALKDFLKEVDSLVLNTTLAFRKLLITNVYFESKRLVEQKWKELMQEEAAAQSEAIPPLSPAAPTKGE
An asterisk follows results filed as active. These rows are one share of the data; count on the stated rates, not on these rows.

SMILES	TbREL1 inh
CNC(C)C#Cc1ccc2oc3cc(C)c(C)cc3c(=O)c2c1 (stereo not given)	-3
CCNc1nc2[nH]c(=O)c3c(c2s1)OC(N)=C(C#N)C3c1ccc(C)cc1 (stereo not given)	-3
NC(=O)NC(Cc1ccccc1)C(=O)Nc1ccc(S(N)(=O)=O)cc1 (stereo not given)	3
O=C(CC12CC3CC(CC(C3)C1)C2)Nc1ccc(C(=O)O)cc1	4
O=S(=O)([O-])C(c1ccccc1)[n+]1ccccc1 (stereo not given)	0
O=c1n(-c2ccccc2)c(=O)n(Cc2ccccn2)n1Cc1ccccn1	2
C/C(=N/NC(=O)c1nnn(-c2nonc2N)c1-c1ccccc1)c1ccc2c(c1)OCO2	4
O=C(COC(=O)C12CC3CC(CC(O)(C3)C1)C2)Nc1cccc(Br)c1	-1
CC(C)OC(=O)c1nnc(Cc2ccc(F)cc2)o1	1
Cc1cccc(OCC(=O)Nc2c3c(nn2C(C)(C)C)CS(=O)(=O)C3)c1	2
Nc1ccc(NC(=O)NC2CCCCC2)cc1	-6
CCC(=O)N1CCc2cc(S(=O)(=O)NC(C(=O)NCc3ccc(F)cc3)C(C)C)ccc21 (stereo not given)	1
O=C(C[n+]1ccc(Cc2ccccc2)cc1)Nc1ccc([N+](=O)[O-])cc1Cl	4
COc1ccc(/C=C/C(=O)NCCNC(=O)c2ccccc2)cc1OC	0
O=C(NCCc1ccccc1)C1CCN(C2CCN(Cc3ccc(CO)o3)CC2)CC1	-2
CN(CC(=O)Nc1ccc(Cl)c(C(F)(F)F)c1)C(=O)/C=C/c1cccs1	1
COc1ccccc1-c1nn2c(C(F)(F)F)nnc2s1	3
O=C(O)c1ccc2cc[nH]c2c1	0
CCOc1ccc(-c2[nH]nc3c2C(c2ccc4c(c2)OCO4)C(C#N)=C(N)O3)cc1OC (stereo not given)	-4
CCCSc1nc(N2CCCC2)c2c(c1C#N)CC(C)(C)OC2	1
C/C(=N\Nc1ccccn1)c1ccc(S(=O)(=O)NCc2ccco2)cc1	0
COc1ccc(NS(=O)(=O)c2cccc(C(=O)NCc3ccccc3CN3CCCC3)c2)cc1	9
O=c1ccn([C@@H]2O[C@H](COS(=O)(=O)O)[C@@H](O)[C@H]2O)c(=O)[nH]1	4
Cc1cc(NC(=O)CSc2nnnn2Cc2ccccc2)no1	1

As entered above:
`COc1ccc(NS(=O)(=O)c2cccc(C(=O)NCc3ccccc3CN3CCCC3)c2)cc1` @ TbREL1 inh = 9
`O=c1ccn([C@@H]2O[C@H](COS(=O)(=O)O)[C@@H](O)[C@H]2O)c(=O)[nH]1` @ TbREL1 inh = 4
`O=C(NCCc1ccccc1)C1CCN(C2CCN(Cc3ccc(CO)o3)CC2)CC1` @ TbREL1 inh = -2
`COc1ccc(/C=C/C(=O)NCCNC(=O)c2ccccc2)cc1OC` @ TbREL1 inh = 0

Later entries.
SMILES	TbREL1 inh
CN(C)c1ccc(NC(=O)Cn2cc3c(n2)CCCC3)cc1	-1
Oc1cc(CNC2CCCCC2)c(O)cc1CNC1CCCCC1	-4
COc1ccc(OC)c(C(C[N+](=O)[O-])c2c(C)cc3ccccn23)c1 (stereo not given)	-5
O=C(COC(=O)CNS(=O)(=O)/C=C/c1ccccc1)NC1CCS(=O)(=O)C1 (stereo not given)	2
COc1ccc(NC(=O)NC2(C(=O)N3CCN(C)CC3)CCCCC2)cc1	0
O=C(NC(=S)NC(CO)Cc1ccccc1)c1ccc(F)cc1 (stereo not given)	-1
CCOc1ccc(NC(=O)NC2CC(=O)N(c3ccc(OC)cc3)C2)cc1 (stereo not given)	-2
NC(=O)C(Cc1ccccc1)NC(=O)C12CC3CC(CC(C3)C1)C2 (stereo not given)	-1
Cc1ccccc1-c1cc(C(=O)Nc2sc(C(=O)OC(C)C)c(C)c2C#N)c2ccccc2n1	0
CC(=O)Nc1ccc(CN2CCCC(C(=O)c3ccc(C(F)(F)F)cc3)C2)cc1 (stereo not given)	-3
Cc1c(N/C(=N/S(=O)(=O)c2cc([N+](=O)[O-])ccc2Cl)c2ccccc2)c(=O)n(-c2ccccc2)n1C	4
O=C(C1=C[C@H](c2csc3ccccc23)C[C@H](OCc2ccc(CO)cc2)O1)N1CCN(Cc2ccccc2)CC1	-2
COc1ccc(/C(O)=C2\C(=O)C(=O)N(c3cc(C)on3)C2c2ccc(OC)c(OC)c2)cc1OC (stereo not given)	2
C=CCn1c(COc2ccc(Cl)cc2)nnc1SCC(=O)c1ccc(-c2ccccc2)cc1	1
O=S(=O)(NCCc1ccccc1)c1cccc(S(=O)(=O)N2CCOCC2)c1	4
Nn1c(SCC(=O)Nc2ccc(F)cc2)nnc1-c1cccnc1	1
COc1cccc(-c2cc(C(=O)NCCCN3CCOCC3)no2)c1	-3
CC1CCN(C(=O)CSc2nc(=O)n3cc(Cl)ccc3n2)CC1	-1
COC(=O)[C@]12C[C@H](CC(=O)NCCc3ccccc3OC)C(=O)N(CCc3ccc(OC)c(OC)c3)C1=C[C@H](COCc1ccccc1)O[C@@H]2C	-4
COc1ccc([C@H]2CC(=O)C=C(c3ccc(Cl)c(Cl)c3)C2)cc1	-2
Cc1cc(C)n2ncc(C(=O)Nc3ccc4c(c3)CCC4)c2n1	-3
Cc1ccc(-n2c(SCC(=O)N/N=C/C=C\c3ccccc3[N+](=O)[O-])nnc2-c2ccccc2)cc1	-2
O=C(Nc1ncccc1O)c1ccc(S(=O)(=O)Nc2ccccc2)cc1	-4
COc1ccc(-c2ccc(-c3nnc(-c4cc(OC)ccc4OC)o3)cc2)cc1	2
C[C@@H]1COC(=O)[C@H](Cc2ccc(F)cc2)CC/C=C\C[C@@H](CC(=O)NCCO)C(=O)N1	-1
C[C@@H]1C(=O)O[C@@H]2[C@H](O)C34[C@H]5C[C@@H](C(C)(C)C)C36[C@H](OC(=O)[C@@H]6O)OC4(C(=O)O5)[C@@]12O (stereo not given in full)	-2
CCOC(=O)[C@@]12CCC3=C1N(CCC3)C(=O)[C@H](CC(=O)NCc1ccc(C)o1)C2	-5
CN(c1ccc(OCC(=O)NCc2cccnc2)cc1)S(=O)(=O)c1ccc(Cl)cc1	2
CCOC(=O)c1c(S(=O)(=O)N2CCN(C)CC2)c(C)n(C)c1C	0
Cc1ccc(N(CC(=O)NCc2ccccc2Cl)S(=O)(=O)c2c(C)noc2C)cc1	2
C[C@H]1CCC(=O)N([C@H](CC#N)Cc2ccccc2)CC1	-1
Cc1ccc(SCc2cc(=O)[nH]c(Nc3nc(C)c4ccccc4n3)n2)cc1	0
Cc1ccc(S(=O)(=O)N2CCN(C(=O)Cn3nc(C)c([N+](=O)[O-])c3C)CC2)cc1	5
Cc1ccc(Nc2nc(Cl)c(C=O)s2)cc1	-2
Cc1cnc(C(=O)Oc2c(C)ccc(C)c2C)cn1	-5
Cc1ccc(SCC(=O)NC(=O)NCCC(C)C)c(C)c1	6

Gathered by group, those above containing a furan ring, fused or not (3)
SMILES	TbREL1 inh
O=C(NCCc1ccccc1)C1CCN(C2CCN(Cc3ccc(CO)o3)CC2)CC1	-2
C/C(=N\Nc1ccccn1)c1ccc(S(=O)(=O)NCc2ccco2)cc1	0
CCOC(=O)[C@@]12CCC3=C1N(CCC3)C(=O)[C@H](CC(=O)NCc1ccc(C)o1)C2	-5

(continued)
SMILES	TbREL1 inh
CCCCCC(=O)N(Cc1ccccc1)c1c(N)n(CCOC)c(=O)[nH]c1=O	-2
Cc1cccc(C(=O)N(CCc2ccccc2)Cc2ccccc2)c1[N+](=O)[O-]	-1
CC1CCN(C(=O)CN2C(=O)C(C)(C)Oc3ccc(C(=O)NC4CCCC4)cc32)CC1	-3
Cc1nc2ccc(NC(=O)c3ccc(Cl)s3)cc2s1	0
COc1ccc(OC(C)C(=O)Nc2cccnc2)cc1 (stereo not given)	0
Cc1nc2nc(SCC(=O)O)nn2c(C)c1Cc1ccccc1Cl	-3
Cc1ccc(NC(=O)CCC(=O)NNC(=O)C(c2ccccc2)c2ccccc2)c(C)c1	-3
CCCN(C(=O)COC(=O)CNC(=O)c1ccc2ccccc2c1)c1c(N)n(Cc2ccccc2)c(=O)[nH]c1=O	6
N#Cc1cn(-c2ccccc2)nc1-c1ccc2c(c1)OCCO2	2
COC(=O)/C(=C\C(=O)c1ccccc1)Nc1cccc(C(F)(F)F)c1	9
COCC(=O)N1CCC(Oc2ccc(C(=O)N(C)C3CCCCC3)cc2)CC1	-2
Cc1ccc(S(=O)(=O)N2CCC(C(=O)N3Cc4ccccc4C3)CC2)cc1	1
CN(C)CCCN(C(=O)c1cc(-c2cccs2)nc2ccccc12)c1nc2c(F)cccc2s1	2
O=C(CSc1nnc(-c2ccc(O)cc2)o1)Nc1ccccc1Br	-1
COC(=O)[C@]12C[C@H](CC(=O)N3CCC(c4ccccc4)CC3)C(=O)N(Cc3ccc(Cl)cc3Cl)C1=C[C@H](C1CCCC1)O[C@@H]2C	4
Cc1nnc(NC(=O)CSc2ncc(-c3ccccc3)[nH]2)s1	1
CC(C)=CC(=O)O[C@@H]1Cc2c(ccc3ccc(=O)oc23)OC1(C)C	1
COC(=O)C1=C(C)NC2=C(C(=O)CC(C)(C)C2)C1c1cccc(C)n1 (stereo not given)	-1
COCCNCCOc1ccccc1-c1ccccc1	4
O=C(Nc1ccc2c(c1)CN(Cc1ccco1)CC2)C1CCCO1 (stereo not given)	3
COC(=O)[C@]12C[C@H](CC(=O)NCc3ccc(C)o3)C(=O)N(Cc3cccc4ccccc34)C1=C[C@H](C1CCCC1)O[C@@H]2C	-3
NC(=O)/C(=N\O)c1ccccc1	0
COC(=O)c1cc(Br)ccc1N(Cc1cc(OC)cc(OC)c1)S(C)(=O)=O	-1
Cc1cc(C)n(-c2ncccc2[N+](=O)[O-])n1	3
O=C(Nc1ccccc1C(=O)N1CCCCC1)c1ccccc1C(F)(F)F	4
COc1ccc(C(C)=O)cc1Cn1c(C)c(C(=O)NCc2cccc(C)c2)sc1=O	0
CCN(C(=O)COc1ncnc2scc(-c3ccc(F)cc3)c12)C1CCS(=O)(=O)C1 (stereo not given)	0
CC(=O)c1ccc(N2CCN(CC(=O)NC(=O)NCc3ccccc3)CC2)cc1	1
Cc1ccc(-n2c(SCc3cccc(F)c3)nc3ccccc3c2=O)cc1	-2
CCCn1nnnc1SCC(=O)NCc1ccc(OC)cc1	0
CC(=O)Nc1ccc(NC(=O)C(C)OC(=O)CCc2c[nH]c3ccccc23)cc1 (stereo not given)	-6
C=CCn1c(SCc2csc(C)n2)nc2sc3c(c2c1=O)CCCC3	-1
O=c1[nH]c2ccsc2c(=O)n1-c1ccc(F)c(Cl)c1	0
CN(CC(=O)N1CCc2ccccc21)S(=O)(=O)c1ccc(Br)s1	0
CCOC(=O)N1CCN(C(=O)c2cn(CC)c3ccc(S(=O)(=O)N4CC(C)CC(C)C4)cc3c2=O)CC1 (stereo not given)	-6
COc1cccc(CNc2ccc3c(c2)ncn3C)c1OC	-6
COC(=O)c1[nH]c2cccc(OC)c2c1NC(=O)CCN1CCC(C)CC1	7
COCc1cc(C)nc2sc(C(=O)Nc3ccccc3F)c(N)c12	-3
O=C(O)CCCCCNC(=O)c1ccccc1	-1
COc1ccc(F)cc1-c1cc(C(=O)Nc2ccc(C)c(NS(C)(=O)=O)c2)[nH]n1	1
COc1ccc(S(=O)(=O)N2CCC(C(=O)NCc3ccncc3)CC2)cc1OC	1
CC(C)CC(NC(N)=O)C(=O)NCCc1ccc(Cl)cc1 (stereo not given)	-3
Cc1nc2ccc(NC(=O)c3c(Cl)cccc3Cl)cc2c(=O)[nH]1	7
CCC(c1nnc(SCC(=O)N2CCOCC2)n1C1CCCCC1)N(C)C (stereo not given)	1
Cc1ccc(C(=O)Nc2nc3ccccc3n2CCN2CCCC2)cc1	-3
CC(C)CN(C(=O)COC(=O)C1CC1)c1c(N)n(Cc2ccccc2)c(=O)[nH]c1=O	-1
COc1ccc(C)cc1S(=O)(=O)Nc1ccc(F)c(Cl)c1	0
Cc1ccc(S(=O)(=O)N2CCN(C(=O)COC(=O)COc3ccc(Br)cc3)CC2)c(C)c1	2

7 successive records out of the list so far, for reference:
SMILES	TbREL1 inh
CC(C)CC(NC(N)=O)C(=O)NCCc1ccc(Cl)cc1 (stereo not given)	-3
Cc1nc2ccc(NC(=O)c3c(Cl)cccc3Cl)cc2c(=O)[nH]1	7
CCC(c1nnc(SCC(=O)N2CCOCC2)n1C1CCCCC1)N(C)C (stereo not given)	1
Cc1ccc(C(=O)Nc2nc3ccccc3n2CCN2CCCC2)cc1	-3
CC(C)CN(C(=O)COC(=O)C1CC1)c1c(N)n(Cc2ccccc2)c(=O)[nH]c1=O	-1
COc1ccc(C)cc1S(=O)(=O)Nc1ccc(F)c(Cl)c1	0
Cc1ccc(S(=O)(=O)N2CCN(C(=O)COC(=O)COc3ccc(Br)cc3)CC2)c(C)c1	2

A different layout for some results above.
canonical_smiles | TbREL1 inh
COc1ccc(NS(=O)(=O)c2cccc(C(=O)NCc3ccccc3CN3CCCC3)c2)cc1 | 9
CC(C)=CC(=O)O[C@@H]1Cc2c(ccc3ccc(=O)oc23)OC1(C)C | 1
O=C(NC(=S)NC(CO)Cc1ccccc1)c1ccc(F)cc1 (stereo not given) | -1
COc1ccc(/C=C/C(=O)NCCNC(=O)c2ccccc2)cc1OC | 0

More structures
SMILES	TbREL1 inh
COc1cccc(-n2c(COc3ccc(C)cc3)nnc2SCC(=O)O)c1	-1
COc1ccc(C2=NCCn3nc4cc(C(F)(F)F)ccc4c32)cc1	2
Cn1cnc(NCc2ccccc2)c1[N+](=O)[O-]	2
CC(OC(=O)Cn1ccccc1=O)C(=O)Nc1cc(Cl)cc(Cl)c1 (stereo not given)	5
COC(=O)[C@H](C)[C@@H]1C[C@@]1(C)[C@@H](NC(=O)OCc1ccccc1)c1ccccc1	-1
COc1ccc(CNC(=O)CCc2ccc(S(=O)(=O)N3CCCCCC3)cc2)cc1	-1
COc1ccc(OC)c(CN2CCN(C(=O)c3cccc(S(=O)(=O)Nc4ccc(C)cc4)c3)CC2)c1	-3
O=C(Cn1cnc2c(oc3ccccc32)c1=O)NCC1CCCO1 (stereo not given)	1
COc1ccc(NC(=O)CC2Oc3ccc(C)cc3NC2=O)cc1 (stereo not given)	-2
Cc1ccc(NC(=O)OC2CC3CC2[C@H]2CCCCN2[C@H]3Cc2ccccc2)cc1 (stereo not given in full)	2
